Compound activity (PubChem BioAssay)
p53 PUMA act – re-activators of the mutant p53 pathway; SW480 PUMA-promoter luciferase, p53 mutant reactivation; activation, % at 9.98 µM; actives 1.5% (n = 28,000); AID 624151; in the data active = activation above about 52%
STK33 kin inh – inhibitors of human STK33 kinase. Q9BYT3. ADP-Glo luminescence, MBP substrate. inhibition, % at 12.5 µM. actives 0.44% (n = 27,000); in the data active = inhibition above about 20%
Target sequence (Q9BYT3 whole entry, looked up): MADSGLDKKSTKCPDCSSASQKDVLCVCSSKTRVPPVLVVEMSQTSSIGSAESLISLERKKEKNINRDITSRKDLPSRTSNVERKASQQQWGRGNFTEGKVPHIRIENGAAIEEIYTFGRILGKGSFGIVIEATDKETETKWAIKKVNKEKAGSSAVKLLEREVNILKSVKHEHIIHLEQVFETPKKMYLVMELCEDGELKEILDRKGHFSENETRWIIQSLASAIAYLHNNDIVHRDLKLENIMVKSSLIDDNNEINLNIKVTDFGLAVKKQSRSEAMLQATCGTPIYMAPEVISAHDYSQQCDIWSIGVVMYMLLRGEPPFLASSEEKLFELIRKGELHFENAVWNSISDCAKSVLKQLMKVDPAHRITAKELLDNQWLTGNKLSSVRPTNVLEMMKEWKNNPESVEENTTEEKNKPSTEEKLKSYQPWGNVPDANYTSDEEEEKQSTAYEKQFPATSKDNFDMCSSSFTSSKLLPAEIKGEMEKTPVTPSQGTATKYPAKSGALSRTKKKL
An asterisk follows results filed as active; / = no result given. These rows are one share of the data (hit frequency here may not be typical).

SMILES | p53 PUMA act | STK33 kin inh
C=C1C(=O)C23CC(O)C4C(C)(C(=O)OC5OC(CO)C(O)C(O)C5O)CCCC4(C)C2=CCC1(O)C3 (stereo not drawn) | -24 | -2
CNC[C@@H]1Oc2ccc(NC(=O)CCCN(C)C)cc2C(=O)N([C@@H](C)CO)C[C@H]1C | 2 | /
C=CCN1C(=O)[C@]2(O[C@H](CCn3cc(CCO)nn3)[C@@H]([Si](C)(C)c3ccc(OC)cc3)[C@@H]2C)c2cc(N3CCOC3=O)ccc21 | / | 0
COc1ccccc1NC(=O)Cn1nnc2sc3c(c2c1=O)CCC(C)C3 (stereo not drawn) | 17 | 2
C[C@H](CO)N1C[C@H](C)[C@H](CN(C)Cc2ccccc2)Oc2ccc(NC(=O)CCCN(C)C)cc2C1=O | / | 0
CCOc1ccc(Nc2nc(CSc3nc4ccccc4c(=O)n3-c3ccccc3)cs2)cc1 | -7 | -2
CNC[C@@H]1OCCCC[C@@H](C)Oc2ccc(NS(=O)(=O)c3ccccc3)cc2C(=O)N([C@@H](C)CO)C[C@@H]1C | -1 | /
C[C@H](CO)N1C[C@H](C)[C@H](CN(C)Cc2ccncc2)Oc2ncc(-c3cncnc3)cc2C1=O | 8 | /
C[C@@H]1CN([C@H](C)CO)C(=O)Cc2cc(NC(=O)C3CC3)ccc2O[C@H]1CN(C)CC1CC1 | / | 0
CC1(C)CC[C@]2(C(=O)O[C@@H]3O[C@H](CO)[C@@H](O)[C@H](O)[C@H]3O)CC[C@]3(C)C(=CCC4[C@@]5(C)C[C@@H](O)[C@H](O)[C@@](C)(CO)C5CC[C@]43C)C2C1 (stereo partly drawn) | -1 | 3
COc1ccc(S(=O)(=O)N(C)C[C@@H]2OCc3cnnn3CCCC(=O)N([C@H](C)CO)C[C@@H]2C)cc1 | / | -5
C[C@H](CO)N1C[C@H](C)[C@H](CN(C)S(=O)(=O)c2cccs2)OCCCC[C@H](C)Oc2ccc(NS(C)(=O)=O)cc2C1=O | -2 | /
CS(=O)(=O)N(CC(=O)Nc1ccccc1C(F)(F)F)c1ccc2c(c1)OCCO2 | -3 | 2
O=C(CSc1nc2ccccc2c(=O)[nH]1)Nc1ccc(Br)cc1F | 1 | 0
C[C@H](O)C#Cc1cnc2c(c1)C(=O)N([C@@H](C)CO)C[C@H](C)[C@@H](CN(C)C(=O)c1ccccc1F)O2 | 2 | /
Cc1noc(C)c1NC(=O)Nc1ccc2c(c1)CC(=O)N([C@H](C)CO)C[C@@H](C)[C@H](CN(C)C(=O)Nc1c(C)noc1C)O2 | / | 1
C[C@@H]1CCCCO[C@@H](CN(C)C(=O)NC2CCCCC2)[C@@H](C)CN([C@H](C)CO)C(=O)c2cc(NC(=O)c3ccncc3)ccc2O1 | / | 2
Cc1cc([N+](=O)[O-])nn1CC(=O)Nc1cc(Cl)cc(Cl)c1 | -7 | 6
C[C@@H]1CCCCO[C@H](CN(C)C(=O)C2CCCCC2)[C@@H](C)CN([C@@H](C)CO)C(=O)c2cc(N(C)C)ccc2O1 | -2 | /
CC(=O)N(C)C[C@@H]1Oc2ncc(-c3ccc(F)cc3)cc2C(=O)N([C@@H](C)CO)C[C@@H]1C | -15 | /

Some of the entries so far, with values under each structure.
Under each structure: p53 PUMA act | STK33 kin inh
COc1ccc(S(=O)(=O)N(C)C[C@@H]2OCc3cnnn3CCCC(=O)N([C@H](C)CO)C[C@@H]2C)cc1
→ / | -5
C[C@H](CO)N1C[C@H](C)[C@H](CN(C)S(=O)(=O)c2cccs2)OCCCC[C@H](C)Oc2ccc(NS(C)(=O)=O)cc2C1=O
→ -2 | /
CS(=O)(=O)N(CC(=O)Nc1ccccc1C(F)(F)F)c1ccc2c(c1)OCCO2
→ -3 | 2
O=C(CSc1nc2ccccc2c(=O)[nH]1)Nc1ccc(Br)cc1F
→ 1 | 0
C[C@H](O)C#Cc1cnc2c(c1)C(=O)N([C@@H](C)CO)C[C@H](C)[C@@H](CN(C)C(=O)c1ccccc1F)O2
→ 2 | /
Cc1noc(C)c1NC(=O)Nc1ccc2c(c1)CC(=O)N([C@H](C)CO)C[C@@H](C)[C@H](CN(C)C(=O)Nc1c(C)noc1C)O2
→ / | 1
C[C@@H]1CCCCO[C@@H](CN(C)C(=O)NC2CCCCC2)[C@@H](C)CN([C@H](C)CO)C(=O)c2cc(NC(=O)c3ccncc3)ccc2O1
→ / | 2
Cc1cc([N+](=O)[O-])nn1CC(=O)Nc1cc(Cl)cc(Cl)c1
→ -7 | 6
C[C@@H]1CCCCO[C@H](CN(C)C(=O)C2CCCCC2)[C@@H](C)CN([C@@H](C)CO)C(=O)c2cc(N(C)C)ccc2O1
→ -2 | /
CC(=O)N(C)C[C@@H]1Oc2ncc(-c3ccc(F)cc3)cc2C(=O)N([C@@H](C)CO)C[C@@H]1C
→ -15 | /

Further entries:
SMILES | p53 PUMA act | STK33 kin inh
COC(=O)c1cc(OC)cc(O)c1C(=O)c1c(O)cc(C)cc1O | 4 | -5
Cc1cc(C)c2c(c1)CC(C)(C)c1[nH]c(-c3ccccc3)nc1-2 | / | 0
COc1ccc(C(=O)CC2(O)C(=O)Nc3ccc(Cl)cc32)cc1OC (stereo not drawn) | -14 | 0
Cc1noc(C)c1S(=O)(=O)Nc1ccc2c(c1)C(=O)N([C@H](C)CO)C[C@@H](C)[C@H](CN(C)C(=O)Nc1ccccc1)OCCCC[C@@H](C)O2 | 0 | /
COc1ccc(CN(C)C[C@@H]2Oc3c(NC(=O)c4ccc(-c5nccs5)cc4)cccc3C(=O)N([C@H](C)CO)C[C@@H]2C)cc1 | -4 | /
C[C@@H]1CN([C@@H](C)CO)C(=O)CCCn2cc(nn2)CO[C@@H]1CN(C)C(=O)Cc1ccccc1 | 6 | -2
C[C@@H]1CN([C@@H](C)CO)C(=O)c2cc(NC(=O)Nc3cccc4ccccc34)ccc2O[C@@H]1CN(C)Cc1ccncc1 | / | 1
C[C@H]1CN([C@@H](C)CO)C(=O)Cc2cc(NC(=O)Cc3cn(C)c4ccccc34)ccc2O[C@@H]1CN(C)Cc1ccc(C(F)(F)F)cc1 | / | 9
C[C@@H]1CCCCO[C@H](CN(C)S(=O)(=O)c2ccccc2)[C@H](C)CN([C@@H](C)CO)C(=O)c2cc(NC(=O)CCC(F)(F)F)ccc2O1 | -14 | /
COCC(=O)Nc1ccc2c(c1)[C@@H]1C[C@H](CC(=O)NC3CCCC3)O[C@@H](CO)[C@@H]1O2 | -3 | /
C[C@H]1CN([C@@H](C)CO)C(=O)CCCn2nncc2CO[C@@H]1CN(C)Cc1ccc(C(F)(F)F)cc1 | 15 | -1
Cc1oc(-c2ccc(Cl)cc2)cc1COC(=O)Nc1ccccc1 | 28 | /
C[C@H](CO)N1C[C@H](C)[C@H](CN(C)C(=O)Nc2ccccc2F)Oc2cc(-c3ccc(C(=O)N(C)C)cc3)ccc2S1(=O)=O | 8 | /
Cc1cc(-c2ccc(N=Nc3cc(S(=O)(=O)O)c4ccccc4c3N)c(C)c2)ccc1N=Nc1cc(S(=O)(=O)O)c2ccccc2c1N | -27 | 11
C[C@H]1CN([C@@H](C)CO)C(=O)Cc2cc(NS(=O)(=O)c3cn(C)cn3)ccc2O[C@H]1CN(C)S(=O)(=O)c1ccc(F)cc1 | / | 4
CC1(C)NC(=O)N(CC(O)CNC23CC4CC(CC(C4)C2)C3)C1=O (stereo not drawn) | 4 | 1
C[C@H]1CN([C@@H](C)CO)C(=O)c2cc(NC(=O)Cn3cnnn3)ccc2O[C@H]1CN(C)S(=O)(=O)c1cn(C)cn1 | / | 0
Cc1noc(C)c1NC(=O)Nc1ccc2c(c1)C(=O)N([C@@H](C)CO)C[C@@H](C)[C@@H](CN(C)C(=O)Nc1c(C)noc1C)OCCCC[C@@H](C)O2 | -2 | /
COc1cc(NC(=O)Cc2cccc3ccccc23)c(C(=O)O)cc1OC | -9 | 6
CCOC(=O)c1ccccc1NC(=O)c1ccccc1N(C)S(C)(=O)=O | 4 | 4
Cc1ccc(OCC(=O)Nc2ccc3oc(-c4ccc(F)cc4)nc3c2)c(C)c1 | 45 | 8
CNC[C@H]1Oc2ccc(NC(=O)Nc3ccc(F)cc3)cc2CC(=O)N([C@@H](C)CO)C[C@@H]1C | / | 3
C[C@H]1CN([C@@H](C)CO)C(=O)Cc2cc(NC(=O)CCC(F)(F)F)ccc2O[C@@H]1CN(C)S(=O)(=O)c1ccccc1 | 9 | -4
COc1ccc(NC(=O)CCN2C(=O)c3ccccc3C2=O)c([N+](=O)[O-])c1 | 0 | -4
C[C@@H]1CCCCO[C@H](CN(C)Cc2ccc(Cl)c(Cl)c2)[C@@H](C)CN([C@H](C)CO)C(=O)c2cc(NC(=O)c3ccncc3)ccc2O1 | / | -4
CNC[C@@H]1Oc2ccc(NS(=O)(=O)c3c(C)noc3C)cc2C(=O)N([C@@H](C)CO)C[C@H]1C | 5 | /
CC1CC(=O)C2=C(C1)C(Cl)C(O)C1(O)C2C(=O)c2cccc(O)c2C1O (stereo not drawn) | -12 | -1
Cc1cc(C(=O)CSc2ncn[nH]2)c(C)n1-c1cc(F)ccc1F | 49 | 0
CCOC(=O)c1ccc(COC(=O)c2cc3ccccc3oc2=O)o1 | 16 | -1
CCn1c(SCC(=O)Nc2ccccc2C)nnc1-c1ccccc1O | 7 | -2
C[C@H](CO)N1C[C@H](C)[C@H](CN(C)Cc2ccccc2)Oc2ccc(NS(C)(=O)=O)cc2CC1=O | / | 1
CCOC(=O)c1c(NC(=O)C2(C)Cc3ccccc3C(=O)O2)sc(C)c1C (stereo not drawn) | 14 | 0
CC(Oc1ccc(Cl)cc1Cl)C(=O)NC(=S)Nc1sc2c(c1C#N)CCCC2 (stereo not drawn) | 22 | 3
C[C@H](CO)N1C[C@H](C)[C@H](CN(C)S(=O)(=O)c2ccccc2F)OCc2cn(nn2)CCCC1=O | / | 1
C[C@H]1CN([C@@H](C)CO)C(=O)c2cc(NS(=O)(=O)c3ccc(F)cc3)ccc2O[C@@H]1CN(C)C(=O)NC1CCCCC1 | / | -1
Cn1nnc(NC(=O)CSc2nnnn2-c2ccc(F)cc2)n1 | -9 | -5
Cc1noc(C)c1NC(=O)Nc1ccc2c(c1)C(=O)N([C@H](C)CO)C[C@H](C)[C@H](CN(C)C)OCCCC[C@H](C)O2 | 1 | /
Cc1ccc(S(=O)(=O)NCC(=O)O)c(C)c1 | 1 | 5
CC(C)NC(=O)N(C)C[C@H]1OCCCC[C@H](C)Oc2ccc(N(C)C)cc2C(=O)N([C@H](C)CO)C[C@H]1C | 0 | /
COc1ccc(C(=O)Nc2ccccc2C(=O)NCc2cccnc2)cc1 | 11 | 6
O=C(Nc1ccccc1)C1=C[C@H](c2ccc3c(c2)Cc2ccccc2-3)C[C@H](OCc2ccc(CO)cc2)O1 | / | 3
C[C@@H]1CN([C@H](C)CO)C(=O)c2cc(NS(=O)(=O)c3cccs3)ccc2O[C@@H](C)CCCCO[C@@H]1CN(C)S(=O)(=O)c1cccs1 | -17 | /
C[C@@H]1CCCCO[C@H](CN(C)Cc2ccc(C(=O)O)cc2)[C@H](C)CN([C@@H](C)CO)C(=O)c2cc(NS(=O)(=O)c3cccs3)ccc2O1 | 6 | /
C[C@H]1CCCCO[C@H](CN(C)C(=O)CCC(F)(F)F)[C@@H](C)CN([C@@H](C)CO)C(=O)c2cc(NS(=O)(=O)c3cccs3)ccc2O1 | -6 | /
COc1ccc(CN(C)C[C@H]2Oc3ccc(NC(=O)Nc4ccc(OC)cc4)cc3C(=O)N([C@H](C)CO)C[C@H]2C)cc1 | 1 | /
C[C@H]1CN([C@@H](C)CO)C(=O)Cc2cc(NS(=O)(=O)c3ccccc3)ccc2O[C@@H]1CN(C)C(=O)NC1CCCCC1 | 10 | 2
O=C1C(=O)N(CCN2CCOCC2)C(c2ccccn2)C1C(=O)c1cccs1 (stereo not drawn) | 1 | -3
C[C@H](CO)N1C[C@H](C)[C@@H](CN(C)C(=O)Nc2ccccc2)Oc2ccc(NC(=O)Cc3cn(C)c4ccccc34)cc2CC1=O | -13 | /
C[C@H](CO)N1C[C@H](C)[C@H](CN(C)C(=O)CCC(F)(F)F)OCc2cn(nn2)CCCC1=O | 2 | -1
CCCN(C)C[C@@H]1Oc2ncc(-c3ccc(OC)cc3)cc2C(=O)N([C@H](C)CO)C[C@@H]1C | 5 | 0

Next part.
SMILES | p53 PUMA act | STK33 kin inh
C[C@H](CO)N1C[C@H](C)[C@H](CN(C)Cc2ccc(C(=O)O)cc2)OCc2cn(nn2)CCCC1=O | / | -1
C[C@@H]1CN([C@H](C)CO)C(=O)Cc2cc(NC(=O)CCN3CCOCC3)ccc2O[C@H]1CN(C)C | 3 | -1
C[C@H]1CN([C@@H](C)CO)C(=O)c2cc(NC(=O)Nc3ccc(C(F)(F)F)cc3)ccc2O[C@H]1CN(C)C(=O)NC1CCCCC1 | -45 | 1
Cc1cc(CNC(=S)Nc2cccc([N+](=O)[O-])c2)nn1C | 4 | 0
CC(C)N(Cc1nc(-c2ccccc2Cl)no1)S(=O)(=O)c1ccc([N+](=O)[O-])cc1 | 9 | 1
C[C@@H]1CN([C@H](C)CO)C(=O)c2cc(NC(=O)C3CCCCC3)ccc2O[C@H]1CN(C)S(=O)(=O)c1ccccc1 | / | -1
C[C@@H]1CN([C@@H](C)CO)C(=O)Cc2cc(NS(=O)(=O)c3cn(C)cn3)ccc2O[C@@H]1CN(C)S(=O)(=O)c1ccccc1 | / | 1
COCCCNC(=O)[C@@]1(CCS(=O)(=O)c2ccccc2)COC(c2ccc(OCCCO)cc2)=N1 | / | 1
C[C@@H]1CN([C@@H](C)CO)C(=O)c2cc(NS(C)(=O)=O)ccc2O[C@@H](C)CCCCO[C@@H]1CN(C)C(=O)CCCN(C)C | 3 | /
Cc1ccc(S(=O)(=O)N(C)CC(=O)Nc2ccccc2Cl)cc1 | 4 | 0
COc1cccc(NC(=O)CNC(=O)c2ccccc2)c1 | 57* | -2
O=S(=O)(N1CCOCC1)n1nnc2ccccc21 | 1 | -3

Record cards (already shown). Order of values: p53 PUMA act, STK33 kin inh
Cc1cc(CNC(=S)Nc2cccc([N+](=O)[O-])c2)nn1C is listed as 4, 0
O=S(=O)(N1CCOCC1)n1nnc2ccccc21 is listed as 1, -3
